# Compound activity from PubChem BioAssay.
# GPR151 activ = activators of human GPR151 | Q8TDV0 | PathHunter beta-arrestin GPR151 cells, luminescence | activation, % at 11.2 µM | 1% of 650,000 active | AID 1508602; in the data active = activation above about 4.9%;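 note: 0% = median of compound wells and 100% = cells with positive control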
# Target sequence (Q8TDV0 whole entry, looked up): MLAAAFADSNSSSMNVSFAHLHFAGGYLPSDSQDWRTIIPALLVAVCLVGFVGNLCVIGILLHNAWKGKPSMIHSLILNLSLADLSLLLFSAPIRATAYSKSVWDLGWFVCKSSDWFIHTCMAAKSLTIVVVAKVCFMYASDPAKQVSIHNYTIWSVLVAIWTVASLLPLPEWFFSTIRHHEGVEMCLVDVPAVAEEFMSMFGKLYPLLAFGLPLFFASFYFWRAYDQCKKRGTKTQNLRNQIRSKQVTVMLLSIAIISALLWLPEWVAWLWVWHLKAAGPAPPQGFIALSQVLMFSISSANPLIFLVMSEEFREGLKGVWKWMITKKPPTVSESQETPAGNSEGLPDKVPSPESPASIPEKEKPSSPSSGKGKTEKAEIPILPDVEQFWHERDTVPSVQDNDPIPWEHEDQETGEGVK
# FBW7 activator = activators of human E3 ligase FBW7 | normalized activity (activation), % at 26.1 µM | AID 1259310 | AlphaScreen FBW7–phospho-cyclin E peptide binding, activator screen | 0.13% of 650,000 active; in the data active = normalized activity above about 1.9%;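 note: purified mutant Fbw7 with reduced substrate affinity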
# Target sequence (Q969H0 whole entry, looked up): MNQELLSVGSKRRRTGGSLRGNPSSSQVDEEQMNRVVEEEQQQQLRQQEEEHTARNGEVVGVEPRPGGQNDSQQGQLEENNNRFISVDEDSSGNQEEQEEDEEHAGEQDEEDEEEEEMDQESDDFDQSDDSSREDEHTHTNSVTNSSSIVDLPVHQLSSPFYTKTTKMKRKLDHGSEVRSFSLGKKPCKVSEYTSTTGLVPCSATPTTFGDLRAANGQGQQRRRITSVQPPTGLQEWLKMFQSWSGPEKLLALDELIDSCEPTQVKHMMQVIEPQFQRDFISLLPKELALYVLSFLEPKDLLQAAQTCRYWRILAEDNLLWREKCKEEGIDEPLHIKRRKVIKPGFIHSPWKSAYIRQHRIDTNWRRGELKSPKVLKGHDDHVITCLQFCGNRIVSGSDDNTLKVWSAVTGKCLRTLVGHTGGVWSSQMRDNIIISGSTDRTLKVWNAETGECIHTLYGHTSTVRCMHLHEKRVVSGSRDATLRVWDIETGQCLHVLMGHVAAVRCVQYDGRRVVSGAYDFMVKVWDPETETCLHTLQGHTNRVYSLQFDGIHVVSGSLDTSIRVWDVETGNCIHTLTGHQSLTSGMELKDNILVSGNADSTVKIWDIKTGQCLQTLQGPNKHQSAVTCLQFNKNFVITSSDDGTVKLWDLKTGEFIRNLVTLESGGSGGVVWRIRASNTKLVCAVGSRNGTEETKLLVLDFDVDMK
# TEAD-YAP inh = TEAD-YAP interaction inhibition; HEK-TIYL cells, TEAD-Gal4/YAP UAS-luciferase luminescence; inhibition, % at 9.12 µM; 1.4% of 640,000 active; in the data active = inhibition above about 32%;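 note: 0% = median of test compound wells and 100% = reference inhibitor wells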
# MITF inh = blocks human microphthalmia-associated transcription factor | 0.91% of 650,000 active | inhibition, % at 2.6 µM | O75030 | AlphaScreen MITF homodimerization, bead proximity signal; in the data active = inhibition above about 50%;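 note: 0% = vehicle wells with protein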
# The depositor's hits bear a star; . = not tested or not shown.
SMILES,GPR151 activ,FBW7 activator,TEAD-YAP inh,MITF inh
Cc1nc(N2CCN(C(=O)Cc3ccc(Cl)cc3)CC2)cc(-n2ccnc2)n1,0.6,-0.1,-7,6
S=C(NCc1ccccc1)Nc1ccc(Cl)cn1,-0.3,0.1,1,7
CC(=O)N1CCN(CC(=O)Nc2ccc3[nH]c(=O)[nH]c3c2)CC1,1.8,0.0,-6,2
Cc1cc(OCCCON2C(=O)CCC2=O)ccc1[N+](=O)[O-],-1.0,-0.2,8,-1
Cc1ccc2c(c1)-c1c(sn(-c3ccc(Cl)c(Cl)c3)c1=S)C(C)(C)N2C,0.1,-0.1,7,10
Cc1cccc(C(=O)N2CC(C)C(=O)Nc3ccccc32)c1 (configuration not stated),0.2,0.8,3,14
COCCNC(=O)CSc1nnc2c3ccccc3nc(C(C)C)n12,0.3,0.0,8,-10
CCn1c(NNC(=O)c2cccnc2)nc2ccccc21,-1.4,0.1,9,8
CCOc1ccccc1NC(=O)C1CCC(=O)N1S(=O)(=O)c1ccc(C)cc1 (configuration not stated),-0.3,0.2,-1,19
O=C(CSc1nc(C2CC2)nc2ccccc12)Nc1cccc(C(=O)O)c1,0.6,0.3,-1,10
CCCc1cc(=O)[nH]c(SCC(=O)N2CCN(c3ccc(F)cc3)CC2)n1,-0.8,0.1,12,5
Cc1cc2n(n1)C(c1ccccc1)Nc1ccccc1-2 (configuration not stated),0.5,0.0,8,9
COc1ccc(-c2noc(N(C)CC(=O)Nc3cc(Cl)ccc3OC)n2)cc1,-1.1,0.1,-11,2
CNC(=O)CSc1nc(C)nc2sc3c(c12)CCC(C)C3 (configuration not stated),0.6,-0.2,3,4
Cc1cnc(N2CCC(N3CCOCC3)CC2)nc1N,-0.3,0.4,-2,12
CCC(C)NC(=O)C(=O)Nc1ccccc1F (configuration not stated),-1.3,0.0,-18,7
O=C(Nc1ccc(F)c(Cl)c1)c1sccc1S(=O)(=O)N1CCN(c2ccccc2)CC1,0.4,-0.2,-7,1
COc1ccc(S(=O)(=O)N2CCN(C/C=C/c3ccccc3)CC2)cc1,4.1,-0.3,-2,9
Cc1ccc(NS(=O)(=O)c2ccc3c(c2)CC(=O)N3)cc1C,1.2,0.1,5,-12
CCOCCCNC(=O)C(CC)n1nc(CC)n2c(cc3oc(C)cc32)c1=O (configuration not stated),0.9,0.2,-20,-6
Cc1ccc(NC(=O)C2C3NC(=S)N(c4cccc(Cl)c4)C2(C)Oc2ccc(C)cc23)c(C)c1 (configuration not stated),-1.0,-0.1,3,13
CCN(CC)CCN1CCN(c2ccnc3c(-c4ccc(F)cc4)cnn23)CC1,1.2,-0.3,-52,2
CCOC(=O)c1cn(-c2ccccc2)nc1-c1ccc(Br)cc1,-0.8,0.3,4,14
Cc1cc2c(nc1C)CCCCN2C[C@H](C)O/N=C1/[C@H]2CCn3c(=O)n(-c4ccccc4)c(=O)n3[C@H]2[C@H](O)[C@@H]2O[C@H]12,-0.5,0.0,.,19
O=S(=O)(NC1CCCCC1N1CCCCC1)c1ccc(Cl)cc1 (configuration not stated),-0.9,0.3,-17,-2
C=CCC1(CC=C)CCCN1C(=O)CC1C(=O)NCCN1Cc1cccc(OC)c1 (configuration not stated),0.8,0.1,3,10
Cc1ccc(C)c(NC(=O)CSc2nncc(=O)[nH]2)c1,1.8,0.1,16,6
CC(C)Nc1nc(-c2ccc(Br)cc2)cs1,-1.0,0.0,-76,5
Cc1oc2ccc(NS(=O)(=O)c3ccc4ccccc4c3)cc2c1C(=O)OC(C)C,2.9,0.1,0,5
Cn1c(-c2ccccc2)c(C(Nc2ccccn2)c2ccccc2O)c2ccccc21 (configuration not stated),-0.2,0.0,-7,14
O=C(NCc1n[nH]c(=S)n1-c1ccc(Br)cc1)c1ccccc1,1.5,-0.1,-3,4
O=C1CC(N(Cc2ccc(F)cc2)C(=O)Nc2ccccc2)C(=O)N1c1ccc(F)cc1 (configuration not stated),-1.5,0.8,-1,13
CCCOc1ccc(CSc2nncn2N)cc1,-0.8,0.3,-30,4
COc1ccc2c(c1)cc(C)c1nn(CC(=O)N(C)C)c(=O)n12,0.5,-0.1,-10,-5
O=C(NCC(O)c1ccccc1)c1cccc(Cl)c1 (configuration not stated),-1.6,0.0,-54,-5
CC(C)N(CCNc1nc(NCc2cccnc2)nc2c1ncn2C(C)C)C(C)C,0.3,0.3,14,12
CN(C)S(=O)(=O)c1ccc(C(=O)OCC(=O)NC(=O)NC(C)(C)C)cc1,2.3,0.0,2,-2
CC1(C)CC(=O)c2cnn(-c3nc4ccccc4[nH]3)c2C1,0.9,1.4,14,17
O=C1CCCN1CCCNC(=S)Nc1ccccc1,-0.2,0.2,2,12
O=C(CNC(=O)c1ccc(F)cc1)N/N=C/c1ccc(O)c([N+](=O)[O-])c1,0.3,0.2,7,14
COCCCNC(=O)CN1C(=O)N(c2ccccc2)S(=O)(=O)c2ccccc21,-1.7,0.3,10,2
CN(CC(=O)NCCC1=CCCCC1)S(=O)(=O)c1ccc2c(c1)CCC(=O)N2,0.5,0.0,0,9
CC1(C)CC(=O)C2=C(C1)N(c1ccccc1)C(=O)CC2c1ccc2c(c1)OCO2 (configuration not stated),0.3,-0.3,0,-4
O=C(CN1N=C(c2ccccc2)CCC1=O)NCC1CCCO1 (configuration not stated),-0.5,0.8,-5,7
C=CCC1(CC=C)CCCN1C(=O)CC1C(=O)NCCN1Cc1ccc(F)cc1Cl (configuration not stated),-0.7,0.1,8,10
COc1ccc(NS(=O)(=O)c2ccc(NC(C)C)c([N+](=O)[O-])c2)cc1,0.8,-0.1,7,6
O=C(COc1ccc(CO)cc1)Nc1ccccc1,0.8,-0.1,-13,6
O=C(O)c1cc(-c2cccc(Br)c2)nc2ccccc12,-0.1,0.0,-18,0
CN1CCCC(C(=O)NCc2nnc3n2CCN(Cc2cccc(OCCO)c2)CC3)C1 (configuration not stated),0.7,0.1,2,16
Cn1c(=O)c2c(ncn2CC(=O)N(CCC#N)CCC#N)n(C)c1=O,0.3,-0.1,4,-1
CCOc1ccccc1OCCNCCO,-0.5,0.1,-4,32
COc1ccc(NC(=O)CCN2CCOCC2)cc1,0.6,-0.1,5,-3
COc1ccc(N2C(=O)c3ccccc3NC2c2ccc(OC)c(Cn3nnc4ccccc43)c2)cc1 (configuration not stated),-2.3,-0.1,-55,-11
O=C1CC(N2CCSCC2)C(=O)N1c1ccc(I)cc1 (configuration not stated),0.5,0.1,0,-3
O=C1CC(N2CCN(Cc3ccc4c(c3)OCO4)CC2)C(=O)N1c1cccc(Cl)c1 (configuration not stated),0.8,0.0,-3,7
COC(=O)[C@H](Cc1ccccc1)NC(=O)CCC1(Cc2ccco2)CCC(=O)N1 (some centres not stated),0.1,-0.1,-6,6
O=S(=O)(c1cccc2nonc12)N1CCN(Cc2ccccc2)CC1,-2.1,-0.1,0,-5
Cc1cc(C(=O)N(CCCN2CCOCC2)c2nc3ccc(Cl)cc3s2)nn1C,-0.5,0.0,-43,-32
Cc1cc(C(F)F)n2ncc(C(=O)N3CCC(c4ccnc5ncnn45)CC3)c2n1,0.5,-0.1,-8,-3
Cc1ccc(NC(=O)COC(=O)CN2CSCC2=O)cc1C,-0.6,0.3,1,-7

# The list continues.
SMILES,GPR151 activ,FBW7 activator,TEAD-YAP inh,MITF inh
O=C(Nc1ccc(C(=O)N2CCOCC2)cc1)c1ncoc1-c1cccs1,-2.0,0.1,3,23
COc1ccccc1C1Oc2ccccc2C2CC(c3ccccc3)=NN21 (configuration not stated),-1.1,-0.2,-43,-5
COc1ccc(C)cc1NC(=O)N1CCN(c2ccc(C)nn2)CC1,2.8,0.0,-14,-5
COc1ccc(OC)c(/C(C)=N/Nc2ccc(Cl)c(C(=O)O)c2)c1,-0.7,-0.1,-28,9
Nc1c(C(=O)Nc2ccc(Oc3ccccc3)cc2)nnn1Cc1ccccc1,2.2,0.1,-12,-7
O=C1CCC(=O)N1CNc1ccccc1Cl,-1.6,0.0,2,-1
CN(C)c1ccc(/C=N/n2cnc3ccccc32)cc1,-1.9,-0.1,-64,-2
COc1cc(C2c3c(-c4ccc(F)cc4)n[nH]c3C(=O)N2c2ccccc2)ccc1O (configuration not stated),0.7,0.0,-2,4
COC(=O)CCCNC(=O)c1cc(COc2ccc(OC)cc2Cl)on1,-1.2,-0.1,-4,4
COc1ccc(Nc2nc(Nc3ccc(OC)cc3)nc(Sc3nnc(C)s3)n2)cc1,1.9,0.3,20,9
COc1cccc(C(=O)Nc2nc(-c3ccc(Br)cc3)c(C)s2)c1,-0.1,-0.2,-3,2
Cc1ccc(CCC(=O)Nc2ncc(Cc3ccccc3Cl)s2)o1,-0.4,-0.1,56*,-5
Cc1ccc(NC(=O)CC2Sc3ncnn3C2=O)cc1 (configuration not stated),0.6,0.0,-8,-6
Cc1ccc(NC(=O)c2sc3ncnc(N4CCc5ccccc5C4)c3c2C)cc1F,0.8,0.0,3,-2
CC(C)Oc1ccc2ccccc2c1/C=N/N1C(=O)C2C3C=CC(C4CC34)C2C1=O (configuration not stated),4.9,-0.2,-5,-3
COc1ccc(CC(=O)NCCc2cn3ccc(C)cc3n2)cc1,0.8,0.2,-1,12
O=[N+]([O-])c1cccc(CN2CCN(C/C=C/c3ccccc3)CC2)c1,2.2,-0.1,7,44
CN(C)c1cccc(Nc2cc(NCCOc3ccccc3)ncn2)c1,1.8,0.0,-15,-2
CCOC(=O)N1CC=C2C(C#N)=C(N)C(C#N)(C#N)C(c3ccsc3)C2C1 (configuration not stated),-1.0,0.2,9,17
O=C1CCC(CCNCc2cccnc2)N1CCc1cccs1 (configuration not stated),0.4,-0.1,-7,-5
CC(=O)Nc1ccc(S(=O)(=O)n2cncn2)cc1,-0.8,0.1,4,2
COc1ccc(NC(=S)Nc2ccc(N(C)C(C)=O)cc2)cc1,2.8,0.0,8,-2
Cc1ccsc1/C=C(\C#N)c1nc(-c2ccc3ccccc3c2)cs1,0.6,0.0,3,8
COC(=O)c1cc(C(=O)Nc2ccccc2C(=O)NC(C)C)cc([N+](=O)[O-])c1,-1.3,-0.1,-3,13
Cc1ccc(C)c(C(=O)COC(=O)c2cccc(C(=O)OCC(=O)c3cc(C)ccc3C)n2)c1,0.2,-0.1,-7,-1
N/C(CC(=O)Nc1ccc(Cl)cc1)=N\O,3.5,0.1,6,-2
Cc1nc2oc(C(=O)c3ccc(Br)cc3)c(N)c2c2c1COC(C)(C)C2,2.3,-0.1,2,-8
CCCCC(CCC(=O)Nc1ccn(-c2ccccc2)n1)C(=O)O (configuration not stated),-0.7,0.1,7,9
COc1ccc(C(=O)N2CCN(c3ccc([N+](=O)[O-])c(NC4CC4)c3)CC2)cc1Cl,0.3,0.1,5,11
O=C(CC12CC3CC(CC(Br)(C3)C1)C2)OCC(=O)c1ccccc1,2.8,0.0,67*,2
Cc1ccc(C)c(C(=O)Nc2ccc(C#N)cc2)c1,0.8,-0.2,9,4
CC1(NC(=O)COc2ccc(OCc3ccccc3)cc2)CCS(=O)(=O)C1 (configuration not stated),1.8,0.0,-14,-14
N#CC1=C(N)Oc2ccc(Cl)cc2C1c1ccc(O)c(Cl)c1 (configuration not stated),1.7,-0.2,-7,-1
Cc1ccc(C(=O)Nc2cc3cc(Br)ccc3oc2=O)cc1C,-1.2,-0.1,-10,-2
COC1CCC(C(=O)NC(c2ccccc2)c2nccn2C)CC1 (configuration not stated),-0.8,-0.1,5,8
Cc1cc(/C=C\[N+](=O)[O-])c(C)n1-c1ccccn1,-1.0,-0.2,12,19
Nc1ccc(Oc2ccc3c(c2)C(=O)N(c2ccccc2C(F)(F)F)C3=O)cc1,1.4,0.0,18,2
CCOC(=O)c1ccc(NC(=O)CN(c2ccc(CC)cc2)S(C)(=O)=O)cc1,0.5,-0.2,-63,4

# Among those listed so far, 11 contain fluorine:
SMILES,GPR151 activ,FBW7 activator,TEAD-YAP inh,MITF inh
CCCc1cc(=O)[nH]c(SCC(=O)N2CCN(c3ccc(F)cc3)CC2)n1,-0.8,0.1,12,5
CCC(C)NC(=O)C(=O)Nc1ccccc1F (configuration not stated),-1.3,0.0,-18,7
O=C(Nc1ccc(F)c(Cl)c1)c1sccc1S(=O)(=O)N1CCN(c2ccccc2)CC1,0.4,-0.2,-7,1
CCN(CC)CCN1CCN(c2ccnc3c(-c4ccc(F)cc4)cnn23)CC1,1.2,-0.3,-52,2
O=C1CC(N(Cc2ccc(F)cc2)C(=O)Nc2ccccc2)C(=O)N1c1ccc(F)cc1 (configuration not stated),-1.5,0.8,-1,13
O=C(CNC(=O)c1ccc(F)cc1)N/N=C/c1ccc(O)c([N+](=O)[O-])c1,0.3,0.2,7,14
C=CCC1(CC=C)CCCN1C(=O)CC1C(=O)NCCN1Cc1ccc(F)cc1Cl (configuration not stated),-0.7,0.1,8,10
Cc1cc(C(F)F)n2ncc(C(=O)N3CCC(c4ccnc5ncnn45)CC3)c2n1,0.5,-0.1,-8,-3
COc1cc(C2c3c(-c4ccc(F)cc4)n[nH]c3C(=O)N2c2ccccc2)ccc1O (configuration not stated),0.7,0.0,-2,4
Cc1ccc(NC(=O)c2sc3ncnc(N4CCc5ccccc5C4)c3c2C)cc1F,0.8,0.0,3,-2
Nc1ccc(Oc2ccc3c(c2)C(=O)N(c2ccccc2C(F)(F)F)C3=O)cc1,1.4,0.0,18,2

# Gathered by group: the compounds so far containing a COOH group.
SMILES,GPR151 activ,FBW7 activator,TEAD-YAP inh,MITF inh
O=C(CSc1nc(C2CC2)nc2ccccc12)Nc1cccc(C(=O)O)c1,0.6,0.3,-1,10
O=C(O)c1cc(-c2cccc(Br)c2)nc2ccccc12,-0.1,0.0,-18,0
COc1ccc(OC)c(/C(C)=N/Nc2ccc(Cl)c(C(=O)O)c2)c1,-0.7,-0.1,-28,9
CCCCC(CCC(=O)Nc1ccn(-c2ccccc2)n1)C(=O)O (configuration not stated),-0.7,0.1,7,9

# The order is random, and some 3.4% of all compounds hit somewhere here.
